yeast mlh1 rad18: NCI yeast anticancer drug screen, S. cerevisiae mlh1 rad18 strain. % growth inhibition at 50 µM. actives 11% (n = 79,000). AID 175;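 further: 0% = growth of vehicle-only cultures of the same strain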
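Yeast w/ defined DNA-repair lesions; compound exposure; growth vs vehicle controls → % inhibition.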
yeast cln2 rad14: NCI yeast anticancer drug screen, S. cerevisiae cln2 rad14 strain; actives 8.3% (n = 78,000); growth inhibition, % at 50 µM;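 further: 0% = growth of vehicle-only cultures of the same strain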
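Readout is yeast growth inhibition versus vehicle-treated controls, using a strain with cln2 and rad14 alterations exposed to compound.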
sgs1 mgt1: NCI yeast anticancer drug screen, S. cerevisiae sgs1 mgt1 strain; % growth inhibition at 50 µM; actives 10% (n = 78,000); AID 161;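 further: 0% = growth of vehicle-only cultures of the same strain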
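Genetically altered yeast, compound exposure, growth inhibition relative to vehicle.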
bub3: NCI yeast anticancer drug screen, S. cerevisiae bub3 mutant strain | % growth inhibition at 50 µM | actives 9.9% (n = 78,000) | AID 167;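 further: 0% = growth of vehicle-only cultures of the same strain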
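Growth of a checkpoint-deficient yeast mutant is measured after compound exposure. Values represent inhibition relative to vehicle.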
yeast mec2-1: NCI yeast anticancer drug screen, S. cerevisiae mec2-1 strain; growth inhibition, % at 50 µM; actives 9% (n = 79,000);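 further: 0% = growth of vehicle-only cultures of the same strain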
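mec2-1 yeast strain, carrying an alteration in DNA damage repair or cell cycle control, was exposed to compounds; growth inhibition was measured relative to vehicle-treated controls.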
yeast rad50: NCI yeast anticancer drug screen, S. cerevisiae rad50 strain | growth inhibition, % at 50 µM | actives 10% (n = 79,000) | AID 155;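 further: 0% = growth of vehicle-only cultures of the same strain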
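A DNA repair-deficient yeast mutant serves as the test organism; compound-induced growth inhibition is calculated against vehicle-treated cells.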
* hit, by the source's call; & = joins results of further samples. No stated cut-off is given here; in the data, active means growth inhibition above about 70%; inactive means the rest.

SMILES	yeast mlh1 rad18	yeast cln2 rad14	sgs1 mgt1	bub3	yeast mec2-1	yeast rad50
COC1OCC(O)C(O)C1OC (stereo not drawn)	-19	-25	-16	-9	-13	-11
O=C1CSC(c2ccc(Br)cc2)N1c1nncs1 (stereo not drawn)	23	-10	18	7	20	-3
N#CC(C(=O)CCCC(=O)Nc1ccccc1[N+](=O)[O-])c1ccc(Cl)cc1Cl (stereo not drawn)	-27	-41	-37	1	-23	-10
C[n+]1c(O)c(C(=O)CCl)n2ccccc21	25	-15	5	6	16	6
NC(=Nc1ccccc1)NNC(=Nc1ccccc1)Nc1ccccc1	-31	-16	-10	17	-23	0
Cc1ccc(-n2cc(-c3ccc(Cl)cc3)c3c(N/N=C4\SCC(=O)N4C)ncnc32)cc1	4	24	-6	-14	-20	23
COc1ccc(N)c2c1C(=O)c1ccccc1C2=O	78*	32	62	49	32	60
COC(=O)C1=CC(=O)[C@@H]2CCCC[C@H]12	-1	16	-31	-25	-26	-12
CCOC(=O)CCC(NC(=O)c1ccc(Nc2nc3cc(C(F)(F)F)ccc3nc2-c2ccccc2)cc1)C(=O)OCC (stereo not drawn)	-37	4	12	-5	3	13
Cc1cc(NC(=S)SC(C)C)ccc1Br	99*	99*	72*	100*	100*	100*
O=S1C=Cc2ccccc21 (stereo not drawn)	7	6	13	-1	21	10
COc1cccc(/C=C2\CCCc3ccccc3C2=O)c1	64	27	80*	74*	22	52
Cc1oc2ccccc2c(=O)c1CN1CCOCC1	16	4	21	14	-1	-1
CCc1n[nH]c(CC)c1CCCCCCOc1ccc(OC)cc1Cl	94*	90*	92*	89*	92*	84*
COc1ccc(N=Nc2ccc3oc(=O)c(C(=O)Nc4ccc(OC)cc4)cc3c2)cc1	95*	94*	96*	95*	95*	95*
C/C(O)=C(/N=Nc1ccc(-c2nc3ccc(C)c(S(=O)(=O)O)c3s2)cc1)C(=O)Nc1ccccc1	27	16	21	20	-22	13
C=C1C(OC2O[C@@H]3O[C@@]4(C)CC[C@H]5[C@H](C)CC[C@@H](C2=C)[C@@]35O4)O[C@@H]2O[C@@]3(C)CC[C@H]4[C@H](C)CC[C@@H]1[C@@]24O3 (stereo partly drawn)	36	18	24	21	8	32
CC(=O)C1(C)SC(N(c2ccccc2)c2ccccc2)=NC1=O (stereo not drawn)	-1	2	-4	9	-4	-1
CC(=O)Nc1ccc2nc(/C=C/c3ccc(N(C)C)cc3)c(=O)oc2c1	30	17	26	20	19	38
CC(=O)OCCNc1ccccc1	20	-5	10	-3	0	-5
Cc1nc2cnc(N)nc2nc1C	1	-40	-4	1	-17	-7
O=NC1C(Cl)C2CC1C1C(Br)C(Br)CC21 (stereo not drawn)	59&70&31	7&7&-27	56&66&20	8&11&-5	34&32&1	48&56&3
CC(=O)OC1CC2(C)CCC(C(C)C)C23CCC1(C)O3 (stereo not drawn)	9	-3	-8	16	1	-10
c1ccc(CN2Cc3c(n(-c4ccccc4)c4ccccc34)C2)cc1	44	-19	53	20	18	29
O=[N+]([O-])c1ccc(N=Nc2c(F)cc(NCS(=O)(=O)O)cc2F)cc1	42	25	44	17	17	22
CCOC(=O)c1[nH]c(C)c([N+](=O)[O-])c1C	0	6	-5	1	2	3
CC(=O)/C(=C\c1ccccc1)C(=O)Nc1ccccc1	59	35	16	-12	-4	20
Nc1cccc2c1C(=O)c1cccc(N)c1C2=O	22	-7	8	8	16	8
Fc1cccc(CSc2ncnc3c2ncn3C2CCCS2)c1 (stereo not drawn)	92*	82*	93*	90*	90*	85*
C/C(=N/O)c1ccc[cH-]1.[Fe+2].c1cc[cH-]c1	-12	-1	0	-8	-5	20
O=c1c(-c2ccccc2)c2oc(c1-c1ccccc1)CS(=O)(=O)CCC2	-2	12	16	8	20	22
CCOC(=O)C1CN(C(C)(C)C)C(=O)C1=O (stereo not drawn)	33	2	15	7	6	16
NC(=O)NC=O	14	1	15	-15	-4	11
N#Cc1nc(-c2cccc(-c3nc(C#N)c(N)o3)n2)oc1N	-59	8	-18	-12	14	3
CC1(C(=O)O)CCC2(C)CCC3(C)C(=CC(=O)C4C5(C)CCC(O)C(C)(C)C5CCC43C)C2C1 (stereo not drawn)	71*	76*	65	61	65	52
COC(=O)C(Cc1ccccc1)NC(=O)C(Cc1ccccc1)NC(=O)CNC(=O)C(CSC(c1ccccc1)c1ccccc1)NC(=O)C(CSC(c1ccccc1)(c1ccccc1)c1ccccc1)NC(=O)OCc1ccccc1 (stereo not drawn)	28	-15	19	-10	25	-6
C/C(=N\NC(=S)NC(C)(C)C)c1ccccn1	91*	89*	90*	90*	85*	77*
NC(=O)NN=C1CSSC1	94*	-4	58	78*	76*	96*
CC(C)(C)SCCCCO	-3	0	-1	-5	19	-7
O=[N+]([O-])c1ccc(N/N=C/CCCCCCCCCCBr)c([N+](=O)[O-])c1	21	9	2	50	10	25
COc1cc(Nc2cc(Cl)cc(Cl)c2)nc(N)n1	90*	8	6	9	81*	76*
CCCCCCCCCCCCCCCCOCC(CCl)OP(=O)(O)OP(=O)(O)OCC1OC(n2ccc(N)nc2=O)C(O)C1O (stereo not drawn)	-95	-35	15	-37	-39	-33
O=c1[nH]c2ccc([N+](=O)[O-])cc2[nH]1	-26	-34	-27	-9	-14	-16
[O-]/N=[N+](/[O-])C1CCCCC1=[N+]1CCOCC1 (stereo not drawn)	-1	-6	-7	-8	-37	-13
Cc1c(Cl)cccc1NC(=O)c1c(Cl)c(Cl)c(Cl)c(Cl)c1C(=O)O	14	-32	9	1	-1	7

3 structures out of the list, ordered by number of heavy atoms, falling.
SMILES	yeast mlh1 rad18	yeast cln2 rad14	sgs1 mgt1	bub3	yeast mec2-1	yeast rad50
COC(=O)C(Cc1ccccc1)NC(=O)C(Cc1ccccc1)NC(=O)CNC(=O)C(CSC(c1ccccc1)c1ccccc1)NC(=O)C(CSC(c1ccccc1)(c1ccccc1)c1ccccc1)NC(=O)OCc1ccccc1 (stereo not drawn)	28	-15	19	-10	25	-6
CC1(C(=O)O)CCC2(C)CCC3(C)C(=CC(=O)C4C5(C)CCC(O)C(C)(C)C5CCC43C)C2C1 (stereo not drawn)	71*	76*	65	61	65	52
COc1cc(Nc2cc(Cl)cc(Cl)c2)nc(N)n1	90*	8	6	9	81*	76*

(more compounds)
SMILES	yeast mlh1 rad18	yeast cln2 rad14	sgs1 mgt1	bub3	yeast mec2-1	yeast rad50
CCCCCCC(=O)/C=C\C(=O)CCCCCCCC(=O)O	7	0	5	11	14	-1
COc1ccc(C(=O)C(C)CN2CCCCC2)cc1 (stereo not drawn)	39	7	15	11	0	38
O=C(N(c1ccc(Cl)cc1)c1ccc(Cl)cc1)C(Cl)(Cl)Cl	18	-8	5	-1	6	-14
CCOc1ccccc1NC(=O)C1=C(C)NC(C)=C(C(=O)Nc2ccccc2OCC)C1c1ccc2c(c1)OCO2	40	23	41	43	45	10
C=CCNC(=O)CN(CC(=O)OC)C1CCCCC1N(CC(=O)OC)CC(=O)OC (stereo not drawn)	2	7	-2	2	-7	-8
O=C(CNc1ccccc1C(=O)O)Nn1cnc2ccc(S(=O)(=O)Nc3ccccc3C(=O)O)cc2c1=O	24	10	34	19	-2	36
NC(N)=NNC(=O)C(=O)O	8	-20	4	-8	-8	-4
CCOC(=O)/C(C=Nc1c(C)n(C)n(-c2ccccc2)c1=O)=C(/C)O	24	28	12	11	11	20
c1c2c(cc3c1OC1=C(CCCCCCCCCC1)C3)OC1=C(CCCCCCCCCC1)C2	-7	-27	-28	1	-18	-2
O=C(CCCl)Nc1cccc(CCC(=O)c2ccccc2NC(=O)CCCl)c1	-10	-16	-4	-7	-18	-8
CCCCCCCCCCCCCC(=O)CBr	81*	66	84*	86*	80*	88*
CCC(=O)N(CCC(C)C)CCC(C)C	-28	-4	-25	-22	-33	-8
CC(=O)c1c(C)cc(C(C)(C)C)cc1C	14	-1	13	9	-1	18
O=C(CC(=O)Nc1ccccc1)NNC(c1cc(N=Nc2ccc(Br)cc2)ccc1O)P(O)O (stereo not drawn)	-38	-3	-10	-14	6	-5
O=C(O)c1cc(C(=O)O)cc(N2C(=O)c3ccccc3C2=O)c1	0	39	-22	-6	-30	1
CCOC(=O)C(F)C(=O)OCC	-5	12	-1	-5	-3	15
CCC(=O)Nc1ccc(Sc2ccc([N+](=O)[O-])cc2)cc1	-7	-18	13	22	1	-2
COC(=O)CCCCC#CCCCCC(=O)OC	13	-3	-5	12	39	3
O=C(NN1C(=O)C(Cl)C1c1ccccc1Cl)c1ccccc1O (stereo not drawn)	-36	-6	-49	-21	-36	-48
O=C1C(Cl)=C(NC(CO)(CO)CO)C(=O)c2ccccc21	8	2	-6	8	17	5
Cc1nc(-c2ccc(N=Cc3ccc(N4CCC5(CCCCC5)CC4)cc3)cc2)cs1	-3	19	16	6	-2	25
O=C(O)c1ccc(C(=O)C2CC(C(=O)O)CCC2S(=O)(=O)O)cc1 (stereo not drawn)	17	-31	-20	0	12	-10
CCCOc1ccc(-c2nc(-c3ccc(N(C)C(=O)C(Cl)Cl)cc3)cs2)cc1OC	16	-6	-8	0	8	0
CCOC(=O)CN=C(c1ccccc1)c1ccccc1	2	1	33	22	18	15
C[C@@]12C(=O)OC(=O)[C@]1(C)[C@H]1CC[C@@H]2O1	93*	92*	93*	93*	94*	93*
CCCCC/C(=N\NC(N)=O)C1=CCCCC1	18	-20	-10	-25	8	13
CSc1ccc(NC(=O)Nc2cc(C)ccc2N=Nc2ccc(C)cc2)cc1	18	-9	-5	-5	-2	-2
COc1cc2c(cc1OC)C(CC(=O)NN=C(C)C)NCC2 (stereo not drawn)	-34	3	-10	-17	-20	-21
c1ccc2c(c1)Cc1c(-c3noc4c3Cc3ccccc3-4)noc1-2	44	16	14	22	11	45
COc1cc(C/C(=N/O)C(=O)O)ccc1O	-4	-2	-2	2	-4	1
CC(=O)OCC(C)CCC(=O)O (stereo not drawn)	-10	5	-19	0	-34	-22
CCCCCCCCCCCC[N+]1(C)CCS(=O)CC1 (stereo not drawn)	85*	71*	80*	63	84*	85*

Entries from the list above containing four or more nitrogen atoms:
SMILES	yeast mlh1 rad18	yeast cln2 rad14	sgs1 mgt1	bub3	yeast mec2-1	yeast rad50
NC(=Nc1ccccc1)NNC(=Nc1ccccc1)Nc1ccccc1	-31	-16	-10	17	-23	0
Cc1ccc(-n2cc(-c3ccc(Cl)cc3)c3c(N/N=C4\SCC(=O)N4C)ncnc32)cc1	4	24	-6	-14	-20	23
CCOC(=O)CCC(NC(=O)c1ccc(Nc2nc3cc(C(F)(F)F)ccc3nc2-c2ccccc2)cc1)C(=O)OCC (stereo not drawn)	-37	4	12	-5	3	13
C/C(O)=C(/N=Nc1ccc(-c2nc3ccc(C)c(S(=O)(=O)O)c3s2)cc1)C(=O)Nc1ccccc1	27	16	21	20	-22	13
Cc1nc2cnc(N)nc2nc1C	1	-40	-4	1	-17	-7
O=[N+]([O-])c1ccc(N=Nc2c(F)cc(NCS(=O)(=O)O)cc2F)cc1	42	25	44	17	17	22
Fc1cccc(CSc2ncnc3c2ncn3C2CCCS2)c1 (stereo not drawn)	92*	82*	93*	90*	90*	85*
N#Cc1nc(-c2cccc(-c3nc(C#N)c(N)o3)n2)oc1N	-59	8	-18	-12	14	3
COC(=O)C(Cc1ccccc1)NC(=O)C(Cc1ccccc1)NC(=O)CNC(=O)C(CSC(c1ccccc1)c1ccccc1)NC(=O)C(CSC(c1ccccc1)(c1ccccc1)c1ccccc1)NC(=O)OCc1ccccc1 (stereo not drawn)	28	-15	19	-10	25	-6
C/C(=N\NC(=S)NC(C)(C)C)c1ccccn1	91*	89*	90*	90*	85*	77*
O=[N+]([O-])c1ccc(N/N=C/CCCCCCCCCCBr)c([N+](=O)[O-])c1	21	9	2	50	10	25
COc1cc(Nc2cc(Cl)cc(Cl)c2)nc(N)n1	90*	8	6	9	81*	76*
O=C(CNc1ccccc1C(=O)O)Nn1cnc2ccc(S(=O)(=O)Nc3ccccc3C(=O)O)cc2c1=O	24	10	34	19	-2	36
NC(N)=NNC(=O)C(=O)O	8	-20	4	-8	-8	-4
O=C(CC(=O)Nc1ccccc1)NNC(c1cc(N=Nc2ccc(Br)cc2)ccc1O)P(O)O (stereo not drawn)	-38	-3	-10	-14	6	-5
CSc1ccc(NC(=O)Nc2cc(C)ccc2N=Nc2ccc(C)cc2)cc1	18	-9	-5	-5	-2	-2

From PubChem BioAssay
